Compound activity from PubChem BioAssay.
Chronic BCR inh – inhibitors of chronic active B-cell receptor signaling; 340,000 tested, 0.05% active; AID 493014; Potency, µM (titrated, usually from 46.1 µM), for inactives: at the highest dose ratio change, negative = lower green/red ratio, most hits filed as inhibitors; ABC-DLBCL IkBa-CBG/CBR reporter, luminescence ratio, 4 h; active = well fitted inhibition curve with a large enough effect in the signal ratio, with a control signal flat, not every such curve was filed as active; inconclusive = small, poorly fitted or top-dose-only effect, or effect the other way, or a change in a side signal; the % refers to the signal ratio;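 also: plate controls were basal doxycycline-induced cells for no effect and cells given 10 µM MG132 for full effect; MG132 reads +100%, hits lower the ratio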
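TMD8 human ABC-DLBCL cells with doxycycline-inducible IκBα–green luciferase fusion and unfused red luciferase, in 0.5% FBS medium; compounds up to 46 uM, 4 h at 37C. Green/red luminescence ratio, filter-overlap corrected, fitted to concentration-response curves.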
Numbers without * were called inactive; ? = inconclusive. Potency is read from the fitted curve at half-maximal effect. This is a subset (hit frequency here may not be typical).

SMILES | Chronic BCR inh
Cc1ccc(CCNC(=O)c2ccc(CNS(=O)(=O)c3ccc(C)cc3)cc2)cc1 | ?
CCC(=O)N1CCc2cc(CNC(=O)Cc3ccc(F)cc3)ccc21 | ?
O=C(Nc1ccc(N2CCOCC2)c(C(=O)O)c1)c1ccc(Br)cc1 | ?
CCOc1ccc(N(C)S(=O)(=O)c2ccc3[nH]cc(C(=O)NCc4ccccc4)c(=O)c3c2)cc1 | 0.9%
O=C(NCc1ccc(F)cc1)C(=O)NCC(c1cccs1)S(=O)(=O)c1cccs1 (stereo not drawn) | 0.4%
Cc1cccc(CS(=O)(=O)CC2Nc3ccc(C(=O)NCc4ccccc4Cl)cc3NC2=O)c1 (stereo not drawn) | ?
CCOC(=O)c1cc(-c2ccc(F)cc2)n(CCC(=O)Nc2cc(OC)cc(OC)c2)c1C | ?
CCOC(=O)c1cc(-c2ccc(F)cc2)n(CCC(=O)NCc2ccc(C)cc2)c1C | ?
COc1ccc(CCC(=O)NCc2ccc3c(c2)CCN3C(=O)c2ccc(C)cc2)cc1 | 0.9%
COc1ccc(CCN2C(=O)CN(C3CCCCCC3)C(=O)C2c2ccc(OC(C)C)c(OC)c2)cc1OC (stereo not drawn) | -5.0%
CCCN(CCC)C(=O)CSc1nc2ccccc2c(=O)n1Cc1ccco1 | ?
Cc1ccccc1CSc1nnc2[nH]c(=O)cc(-c3ccccc3)n12 | 16.2%
COc1ccc(-c2nc3sc(CCNC(=O)c4cc(Cl)ccc4OC)c(C)n3n2)cc1 | -1.9%
CCc1ccc(NC(=O)c2cc(S(=O)(=O)N3CCCC3)ccc2F)cc1 | ?
CC(C)N1CCc2c(sc(NC(=O)c3ccc(S(=O)(=O)N(C)C4CCCCC4)cc3)c2C(N)=O)C1 | ?
Cc1cc(C)c(S(=O)(=O)NCC(c2ccco2)S(=O)(=O)c2ccccc2)c(C)c1 (stereo not drawn) | 4.1%
Cc1ccc(-n2c(SCc3ccccc3C)nc3[nH]ncc3c2=O)cc1C | ?
CC(=O)c1ccc(N2C(=O)N(Cc3cccc(C(F)(F)F)c3)c3ccccc3S2(=O)=O)cc1 | ?
CC(=O)c1cccc(Nc2ncnc3c2cnn3-c2cccc(Cl)c2)c1 | 14.3%
O=C(Nc1cc(Cl)cc(Cl)c1)c1ccc(F)c(S(=O)(=O)N2CCCCCC2)c1 | ?
O=C(COC(=O)C(Cc1c[nH]c2ccccc12)NC(=O)c1ccc(Br)cc1)c1ccc(Cl)cc1 (stereo not drawn) | 18.7%
COc1cccc(N2CC(NC(=O)C3CCCCC3)CC2=O)c1 (stereo not drawn) | 5.7%
O=C(NCCc1ccc(Cl)cc1)c1ccc2c(c1)N(Cc1cccc(Cl)c1)C(=O)c1ccccc1S2(=O)=O | ?
CC(C)CN(CC(C)C)S(=O)(=O)c1ccc(C(=O)Nc2sc3c(c2C(N)=O)CC(C)(C)NC3(C)C)cc1 | -5.1%
COc1ccccc1N1CCN(S(=O)(=O)c2ccc(-c3ccno3)cc2OC)CC1 | 11.6%

An excerpt of these results, in markdown.
| SMILES | Chronic BCR inh |
| --- | --- |
| CCC(=O)N1CCc2cc(CNC(=O)Cc3ccc(F)cc3)ccc21 | ? |
| O=C(Nc1ccc(N2CCOCC2)c(C(=O)O)c1)c1ccc(Br)cc1 | ? |
| CCOc1ccc(N(C)S(=O)(=O)c2ccc3[nH]cc(C(=O)NCc4ccccc4)c(=O)c3c2)cc1 | 0.9% |
| O=C(NCc1ccc(F)cc1)C(=O)NCC(c1cccs1)S(=O)(=O)c1cccs1 (stereo not drawn) | 0.4% |
| Cc1cccc(CS(=O)(=O)CC2Nc3ccc(C(=O)NCc4ccccc4Cl)cc3NC2=O)c1 (stereo not drawn) | ? |
| CCOC(=O)c1cc(-c2ccc(F)cc2)n(CCC(=O)Nc2cc(OC)cc(OC)c2)c1C | ? |
| CCOC(=O)c1cc(-c2ccc(F)cc2)n(CCC(=O)NCc2ccc(C)cc2)c1C | ? |
| COc1ccc(CCC(=O)NCc2ccc3c(c2)CCN3C(=O)c2ccc(C)cc2)cc1 | 0.9% |
| COc1ccc(CCN2C(=O)CN(C3CCCCCC3)C(=O)C2c2ccc(OC(C)C)c(OC)c2)cc1OC (stereo not drawn) | -5.0% |
| CCCN(CCC)C(=O)CSc1nc2ccccc2c(=O)n1Cc1ccco1 | ? |
| Cc1ccccc1CSc1nnc2[nH]c(=O)cc(-c3ccccc3)n12 | 16.2% |
| COc1ccc(-c2nc3sc(CCNC(=O)c4cc(Cl)ccc4OC)c(C)n3n2)cc1 | -1.9% |
| CCc1ccc(NC(=O)c2cc(S(=O)(=O)N3CCCC3)ccc2F)cc1 | ? |
| CC(C)N1CCc2c(sc(NC(=O)c3ccc(S(=O)(=O)N(C)C4CCCCC4)cc3)c2C(N)=O)C1 | ? |
| Cc1cc(C)c(S(=O)(=O)NCC(c2ccco2)S(=O)(=O)c2ccccc2)c(C)c1 (stereo not drawn) | 4.1% |

Next entries follow:
SMILES | Chronic BCR inh
COc1ccc(CNC(=O)CCn2cccn2)cc1 | -13.9%
COC(=O)c1ccc(NC(=O)CC2C(=O)N(c3ccccc3)C(=O)N2Cc2ccco2)cc1 (stereo not drawn) | -0.5%
CN(C)c1ccc(C(=O)NCc2ccc3c(c2)CCN3C(=O)c2ccc(Cl)cc2)cc1 | ?
O=C(Cn1c(=O)oc2cc(S(=O)(=O)NCc3ccccc3)ccc21)NCc1ccc(Cl)cc1 | -1.0%
Cc1onc(-c2ccccc2Cl)c1C(=O)Oc1cc(F)cc(F)c1 | 10.1%
Cc1ccccc1CN1C(=O)c2ccccc2Sc2ccc(C(=O)NCc3cccs3)cc21 | -18.9%
CCOc1ccc(NC(=O)CSC2=Nc3ccccc3C3=NC(CC(=O)NCc4ccccc4OC)C(=O)N23)cc1 (stereo not drawn) | 11.0%
Cc1cccc(N(C)C(=O)C2CCN(S(=O)(=O)c3cccc4nonc34)CC2)c1 | ?
Cn1c(=O)c2c(-c3ccccc3)n(CCCO)cc2n(C)c1=O | 4.8%
Cc1cc(C)cc(Nc2cc(C(=O)NCCCN(Cc3ccccc3)C(C)C)c3ccccc3n2)c1 | 0.1%
Cc1ccccc1Nc1sc(C(=O)c2ccc(F)cc2)c(N)c1C(=O)NCCc1ccccc1 | 20.3%
COc1ccc(CCNC(=O)c2ccc3c(c2)N(Cc2ccc(Cl)cc2)C(=O)c2ccccc2S3)cc1OC | -4.2%
COc1ccc(CCNc2nc(SCc3cccc(F)c3)nc3ccccc23)cc1OC | 0.5%
CCCc1cnc2c(c1SCC(=O)N1CCC(C)CC1)c(=O)n(C)c(=O)n2C | 10.2%
Cc1cc(-c2nc3ncccc3o2)ccc1NC(=O)COc1ccccc1C | -11.2%
CC(C)CCNC(=O)CN1C(=O)CSc2ccc(S(=O)(=O)N3CCCCC3)cc21 | 0.4%
CCc1ccccc1-n1c(SCC(=O)Nc2ccc(C)cc2)nc2n[nH]c(C)c2c1=N | ?
COc1cc(C(=O)NCC(c2ccco2)S(=O)(=O)c2ccccc2)cc(OC)c1OC (stereo not drawn) | -13.6%
CCc1ccc(-c2csc(-c3cc4cc(Br)ccc4oc3=O)n2)cc1 | 7.7%
COC(=O)c1cc(NC(=O)c2sc3ncn(Cc4cccc(F)c4)c(=O)c3c2C)cc(C(=O)OC)c1 | ?
O=C(NCC(c1ccco1)S(=O)(=O)c1cccs1)c1c(F)cccc1F (stereo not drawn) | -14.4%
COC(=O)c1ccc(OCC2c3cc(OC)c(OC)cc3CCN2C(=O)Cc2ccc(OC)c(OC)c2)cc1 (stereo not drawn) | ?
Cc1cccc(CS(=O)(=O)Cc2ccc(C(=O)NCc3ccc(F)cc3)o2)c1 | ?
COc1cc(C(=O)NC2(C(F)(F)F)C(=O)NC(C)=C2C#N)cc(OC)c1OC (stereo not drawn) | -6.1%
CC1CCN(C(c2ccc(F)cc2)c2sc3nc(-c4ccco4)nn3c2O)CC1 (stereo not drawn) | -10.1%
Carrying on.
SMILES | Chronic BCR inh
CC(C)CCNC(=O)CN1C(=O)CSc2ccc(S(=O)(=O)N3CCC(C)CC3)cc21 | -1.7%
CCCC(=O)c1ccc(OC(=O)c2c(-c3ccccc3Cl)noc2C)cc1 | 2.0%
Cc1c(CCNC(=O)Cc2ccccc2)sc2nc(-c3ccc(F)cc3)nn12 | -5.4%
O=C(c1cc2ccc3cccnc3c2[nH]1)N1CCN(c2cccc(Cl)c2)CC1 | ?
O=C(NCc1ccc2c(c1)CCN2C(=O)c1ccc(F)cc1)c1ccco1 | ?
CCOc1ccc(CC(=O)NC2CC(=O)N(c3ccc4c(c3)OCCO4)C2)cc1 (stereo not drawn) | -15.2%
O=C(Nc1ccc(-n2nncc2-c2ccccc2)cc1)c1cccc(F)c1 | 3.6%
CCOC(=O)c1c(S(=O)(=O)N2CCCC(C(=O)N3CCN(c4ccc(F)cc4)CC3)C2)c(C)n(C)c1C (stereo not drawn) | -1.2%
COc1cc2c(cc1OC)n(CC(=O)c1ccc(C)cc1C)c(=O)n1nc(CCn3nc(C)cc3C)nc21 | -20.6%
CCOC(=O)N1CCc2c(sc(NCc3cccs3)c2C(=O)Nc2cc(Cl)ccc2OC)C1 | -0.3%
Cc1cccc(C(=O)N2CCc3cc(CNC(=O)CCc4ccccc4)ccc32)c1 | 1.0%
CCc1ccc(CN2C(=O)c3ccccc3C2C(=O)NCCc2ccc(OC)c(OC)c2)cc1 (stereo not drawn) | ?
COc1cc(/C=C(\C#N)c2nc3ccccc3c(=O)[nH]2)cc(OC)c1OC | ?
Cc1ccc(-n2ncc3c(N(C)C)ncnc32)cc1Cl | ?
COc1cccc(CNC(=O)CSc2cc(C)[nH]c(=O)n2)c1 | -1.5%
COCCCNC(=O)C(=O)Nc1c2c(nn1-c1cccc(Cl)c1)CSC2 | -9.2%
CCOc1ccc(S(=O)(=O)NCC(c2ccco2)S(=O)(=O)c2ccc(C)cc2)cc1 (stereo not drawn) | 13.2%
CCCNC(=O)c1cnn2c(C)c(Cc3c(C)cc(C)cc3C)c(C)nc12 | 2.0%
CCN(CCCNC(=O)c1ccc(Sc2ccc(F)cc2)c(NC(C)=O)c1)c1ccccc1 | ?
COc1cccc(CNc2ncnc3c2nnn3C)c1 | ?
COc1ccc(C)cc1NC(=O)Cn1c(=O)oc2cc(S(=O)(=O)NCc3ccccc3)ccc21 | 0.1%
Cc1nn(CCC(=O)Nc2ccccc2Br)c(=O)c2nn(-c3ccccc3)c(C)c12 | 2.2%
O=C(CSc1nc2ccsc2c(=O)n1Cc1ccccc1F)NCc1ccccc1Cl | 4.7%
Cc1ccc(Cl)cc1-n1ncc2c(Nc3cccc(C)c3C)ncnc21 | ?
CC(=O)c1ccc(C(=O)N(Cc2cccnc2)c2nc3c(Cl)cccc3s2)cc1 | ?
Next structures follow:
SMILES | Chronic BCR inh
COc1cc2c(cc1OC)C(COc1ccc(F)cc1)N(C(=O)Cc1ccc(F)cc1)CC2 (stereo not drawn) | 3.9%
Cc1ccc(CSCCC(=O)NCc2ccc(F)cc2Cl)cc1 | ?
COc1ccc2c(c1)Cc1sc(NC(=O)c3cccc(Cl)c3)nc1-2 | 10.0%
Cc1cccc(CN2C(=O)c3ccccc3Sc3ccc(C(=O)NC4CCCCC4)cc32)c1 | -1.3%
Cc1ccc(Cl)cc1-n1ncc2c(NCCCc3ccccc3)ncnc21 | ?
Cc1ccc(NC(=O)c2c(Nc3ccccc3C)sc(C(=O)c3ccccc3)c2N)cc1 | 12.8%
Cc1ccccc1Nc1cc(C(=O)NCCCN2CCN(c3cccc(Cl)c3)CC2)c2ccccc2n1 | ?
COC(=O)c1ccc2c(=O)n(CCc3ccc(S(N)(=O)=O)cc3)c(SCC(=O)C(C)(C)C)nc2c1 | 1.6%
Cc1cccc(-n2c(C)nc3cc(C(=O)NC4CCCCCC4)ccc32)c1 | -5.0%
Cc1cccc(C2N3CC4(C(C)C)CN2CC(C(C)C)(C3)C4=O)c1 (stereo not drawn) | ?
O=C(NCc1ccc(F)cc1)c1cc2cccc3c2n1CCS3 | 16.5%
Cc1cc(SCC(=O)Nc2ccc(F)cc2F)nc(=O)[nH]1 | -7.1%
CCCCSc1nnc2[nH]c(=O)cc(C)n12 | 0.6%
Cc1ccc(NC(=O)c2cnc(SCC(=O)N3CCOCC3)n(C)c2=O)cc1 | ?
CCc1ccc(NC(=O)C2CCN(S(=O)(=O)c3cccc(-c4noc(C)n4)c3)CC2)cc1 | -3.3%
Cc1nc2c(C(=O)NCCC(C)C)cnn2c(C)c1Cc1c(F)cccc1Cl | 4.5%
COc1ccc(CCNC(=O)c2cc(-c3ccc(C)cc3)nc3n[nH]c(-c4ccccc4)c23)cc1OC | ?
CCC(=O)N1CCc2cc(CNC(=O)c3cccc(N(C)C)c3)ccc21 | 1.5%
O=S(=O)(NCC(c1cccs1)S(=O)(=O)c1ccccc1)c1ccccc1 (stereo not drawn) | ?
Cc1ccc(-n2ncc3c(NC4CCCCCC4)ncnc32)cc1 | 4.3%
COc1cccc(Oc2nc(C)nc3c2oc2ccccc23)c1 | -23.5%
Cc1ccc(C)c(N2CCN(S(=O)(=O)c3cc(C(=O)Nc4cc(Cl)cc(Cl)c4)ccc3F)CC2)c1 | -3.6%
CCOC(=O)c1c(S(=O)(=O)N2CCC(C(=O)Nc3cccc(C#N)c3)CC2)c(C)n(C)c1C | 16.9%
COc1ccc(-c2nnc3n2N(C(C)=O)C(c2ccc(Cl)c(Cl)c2)=C(C(C)=O)S3)cc1 | -2.7%
CC(=O)c1ccc(Oc2ncnc3c2oc2ccccc23)cc1 | 1.4%

Single values from the list.
COc1ccc2c(c1)Cc1sc(NC(=O)c3cccc(Cl)c3)nc1-2 in Chronic BCR inh shows 10.0%
COc1cc2c(cc1OC)C(COc1ccc(F)cc1)N(C(=O)Cc1ccc(F)cc1)CC2 (stereo not drawn) in Chronic BCR inh shows 3.9%
